# PGK inhibitor: qHTS Assay to Find Inhibitors of Phosphoglycerate Kinase | Potency, µM (top dose mostly 57.5 µM), inactives show top-dose activity change, negative = inhibition, usual class: inhibitors | 380,000 compounds, 0.043% hits | PGK/GAPDH coupled, Kinase-Glo luminescence, 60 min | Phosphoglycerate kinase, glycosomal (Trypanosoma brucei brucei), P07378; further: potency means the concentration at half of the fitted maximal effect; on the % scale 0 is the no-effect control and ±100 the full control effect; nearly all actives have a fitted effect of over 60% in size
#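 Recombinant glycosomal PGK reaction used 1,3-bisphosphoglycerate generated in-well by GAPDH (100nM final) in 100mM TEA pH 7.6, 5mM MgCl2, 0.01% Tween-20. After 60 minutes at room temperature, ATP was read by Kinase-Glo Plus luminescence end-point.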
# rTrxR1 inhibitor: qHTS Assay for Inhibitors of Mammalian Selenoprotein Thioredoxin Reductase 1 (TrxR1): qHTS; Potency, µM (top dose mostly 114 µM), inactives show at the top dose activity change, negative = inhibition, actives largely listed as inhibitors; Thioredoxin reductase 1, cytoplasmic (Rattus norvegicus), O89049; recombinant rTrxR1, NADPH fluorescence consumption, selenite substrate; AID 588453, 2011; 390,000 compounds, 1% hits; further: potency means the concentration at half of the fitted maximal effect; on the % scale 0 is the no-effect control and ±100 the full control effect; nearly all actives have a fitted effect of over 65% in size
#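 Rat TrxR1 (90 nM in the dispensed reagent) was pre-reduced with 400 uM NADPH for 5 min at room temperature, then incubated with compound for 15 min. After 400 uM selenite was added, NADPH fluorescence (Ex 340/Em 450 nm) was followed for 8 min.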
# TrxR1 substrate: qHTS Assay for Substrates of Mammalian Selenoprotein Thioredoxin Reductase 1 (TrxR1): qHTS; AID 588456, 2011; 390,000 compounds, 0.01% hits; purified TrxR1 substrate turnover, NADPH consumption readout; Potency, µM (titrated, usually from 114 µM), inactives show at the top dose activity change, negative = substrate turnover; further: potency means the concentration at half of the fitted maximal effect; on the % scale 0 is the no-effect control and ±100 the full control effect; nearly all actives have a fitted effect of over 50% in size
#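 Rat TrxR1, dispensed at 90 nM, was prereduced with 400 uM NADPH (final) for 5 min at ~22 deg C, then incubated with compound 15 min before 400 uM selenite. A first-read NADPH fluorescence drop versus no-compound background flagged substrates.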
# HP1b chromo inh: HTS for Inhibitors of HP1-beta Chromodomain Interactions with Methylated Histone Tails. AlphaScreen HP1-beta / biotin-H3K9me3 peptide binding. Potency, µM (highest dose often 114 µM), inactives show at the highest dose activity change, negative = inhibition, actives largely listed as inhibitors. 390,000 compounds, 0.56% hits. AID 540317, 2011; further: potency means the concentration at half of the fitted maximal effect; nearly all actives have a fitted effect of over 70% in size; inactives centre near 23
# Target sequence (P83916 whole entry, looked up): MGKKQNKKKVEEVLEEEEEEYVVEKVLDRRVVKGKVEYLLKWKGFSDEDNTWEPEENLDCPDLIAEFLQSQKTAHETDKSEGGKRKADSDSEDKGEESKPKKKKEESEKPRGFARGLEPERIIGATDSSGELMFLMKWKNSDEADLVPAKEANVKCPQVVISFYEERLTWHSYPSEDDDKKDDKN
#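 AlphaScreen: HP1-beta (50 nM) preformed 30 min with biotin-H3(1-18)K9me3 peptide (50 nM) in PBS pH 7.4, 0.01% Tween-20. Compound added for 30 min at RT, then streptavidin donor/nickel chelate acceptor beads (10 ug/mL) for 30 min.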
# PI4K2A block: qHTS for small molecular inhibitors of PI4K2A | Phosphatidylinositol 4-kinase type 2-alpha (Homo sapiens), Q9BTU6 | purified PI4K2A, ADP-Glo luminescence, 1 h; stronger effect = lower value | activity change, negative = inhibition, % at 76.9 µM | 420,000 compounds, 0.13% hits; in the data active means activity change below about -50%; inconclusive means mostly about -30% to -49%;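 further: -100% = wells without enzyme as full effect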
#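 PI4K2A activity was measured by ADP-Glo luminescence: enzyme (4 ug/mL stock) and phosphatidylinositol (1.2 mM stock) in Tris pH 7.5/MgCl2/EGTA/Triton X-100 buffer were reacted with ATP (300 microM stock) for one hour at ambient temperature.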
# IDH1 R132H inh: qHTS for Inhibitors of mutant isocitrate dehydrogenase 1 (IDH1): qHTS. IDH1-R132H enzyme, NADPH consumption, diaphorase/resazurin fluorescence. 390,000 compounds, 0.093% hits. Potency, µM (doses to about 76.6 µM), without a hit: at the highest dose activity change, negative = inhibition, hits mostly inhibitors. Isocitrate dehydrogenase [NADP] cytoplasmic (Homo sapiens), O75874; further: potency means the concentration at half of the fitted maximal effect; on the % scale 0 is the no-effect control and ±100 the full control effect; nearly all actives have a fitted effect of over 65% in size
#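 IDH1-R132H (0.5 ug/mL dispensed) in pH 7.5 Tris buffer was preincubated 30 min with compound, then given a substrate mix of 0.016 mM NADPH and 2 mM alpha-KG for 80 min at room temperature; remaining NADPH was read by diaphorase/resazurin fluorescence.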
# GLS inhibitor: qHTS for Inhibitors of Glutaminase (GLS). Potency, µM (top dose mostly 45.5 µM), for the others: top-dose activity change, negative = inhibition, actives largely listed as inhibitors. Glutaminase kidney isoform, mitochondrial (Homo sapiens), O94925. GLS enzymatic activity, qHTS titration. AID 624170, 2012. 410,000 compounds, 0.21% hits; further: potency means the concentration at half of the fitted maximal effect; on the % scale 0 is the no-effect control and ±100 the full control effect
# Target sequence (O94925 whole entry, looked up, canonical isoform): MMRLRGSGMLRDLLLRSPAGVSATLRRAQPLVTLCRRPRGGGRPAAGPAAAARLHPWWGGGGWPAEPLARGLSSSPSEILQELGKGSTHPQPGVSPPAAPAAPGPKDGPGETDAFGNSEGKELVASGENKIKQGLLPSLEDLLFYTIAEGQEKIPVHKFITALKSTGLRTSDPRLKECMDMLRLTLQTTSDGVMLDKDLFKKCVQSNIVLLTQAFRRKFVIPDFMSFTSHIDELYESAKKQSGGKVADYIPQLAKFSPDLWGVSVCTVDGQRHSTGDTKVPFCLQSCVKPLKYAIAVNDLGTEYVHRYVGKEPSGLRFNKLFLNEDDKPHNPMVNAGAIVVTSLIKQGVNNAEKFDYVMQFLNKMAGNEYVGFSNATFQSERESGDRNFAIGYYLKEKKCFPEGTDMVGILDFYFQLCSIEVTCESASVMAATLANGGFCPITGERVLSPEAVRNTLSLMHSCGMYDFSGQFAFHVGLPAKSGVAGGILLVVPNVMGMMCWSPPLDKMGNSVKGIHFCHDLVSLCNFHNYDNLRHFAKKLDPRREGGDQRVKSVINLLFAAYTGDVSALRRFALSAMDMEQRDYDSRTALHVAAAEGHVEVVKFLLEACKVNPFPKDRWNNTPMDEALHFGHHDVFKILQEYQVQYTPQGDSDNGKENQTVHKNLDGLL
#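 Human kidney-isoform GLS in 45 mM KH2PO4 pH 8.2, 0.02% Tween-20, with compound, started with 1mM L-Glutamine (added stock). Glutamate oxidase/HRP/Amplex red coupled fluorescence read at start and after 30 min at RT.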
# Pin1 inhibitor: qHTS Assay to Find Inhibitors of Pin1 | Pin1 FP peptide displacement, HiFluor488, 10 min | 390,000 compounds, 0.009% hits | Potency, µM (doses to about 115 µM), inactives show at the highest dose activity, negative = inhibition, actives largely listed as inhibitors; active means well fitted inhibition curve with a large enough effect in the polarisation, with a control signal flat, not every such curve was filed as active; inconclusive means small, poorly fitted or top-dose-only effect, or effect the other way, or a change in a side signal; inactive means no such curve, though single readings can be large or run the other way; the % refers to the polarisation; further: potency means the concentration at half of the fitted maximal effect; on the % scale 0 is the no-effect control and ±100 the full control effect
# Target sequence (Q13526 whole entry, looked up): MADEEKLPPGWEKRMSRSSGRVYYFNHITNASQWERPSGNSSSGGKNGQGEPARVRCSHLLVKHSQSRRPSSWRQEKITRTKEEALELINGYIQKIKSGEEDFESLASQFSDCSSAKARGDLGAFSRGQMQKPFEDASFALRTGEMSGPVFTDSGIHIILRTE
# USP1-UAF1 inh: Inhibitors of USP1/UAF1: Primary Screen; Potency, µM (highest dose often 57.1 µM), inactives show at the highest dose activity change, negative = inhibition, hits mostly inhibitors; Ubiquitin carboxyl-terminal hydrolase 1 (Homo sapiens), O94782; AID 743255, 2014; 390,000 compounds, 0.23% hits; recombinant USP1/UAF1, Ub-Rhodamine cleavage fluorescence; further: potency means the concentration at half of the fitted maximal effect; on the % scale 0 is the no-effect control and ±100 the full control effect; nearly all actives have a fitted effect of over 60% in size; inactives centre near -12
#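 In this screen, compounds sit with the deubiquitinase complex (1nM) for 15 min at room temperature before Ub-Rho is added at 150nM final. Fluorescence rise is then followed for 6 reads every 60 seconds.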
# * hit, by the source's call; i = inactive; ? = inconclusive; nt = no result given; & = joins results of further samples; [ ] = remark or other dose. Unless noted, the call rests on the fitted dose curve; in most records, active means well fitted curve in the direction sought with a large enough effect; inconclusive means small, poorly fitted or top-dose-only effect, or another doubt; inactive means no such curve, though single readings can be large; an effect the other way counts as inactive or inconclusive.
nr	Compound	PI4K2A block	IDH1 R132H inh	TrxR1 substrate	GLS inhibitor	PGK inhibitor	USP1-UAF1 inh	HP1b chromo inh	Pin1 inhibitor	rTrxR1 inhibitor
1	Cc1ccc(NC(=O)CN2C(=O)NC3(CCc4ccccc43)C2=O)cc1 (configuration not stated)	-5	-7%	-8%	6%	-8%	-5%	21%	-8%	10%
2	Nc1nnc(Cc2cccc(Br)c2)s1	3	-4%	-3%	-3%	-4%	-9%	13%	-1%	6%
3	COc1ccccc1NC(=O)Nc1ccccc1C(N)=O	-6	6%	2%	0%	nt	-24%	37%[activator]	6%	22%
4	Cc1cccc(Oc2ccc(N)cc2)c1	6	2%	-9%	-26%	-1%	-14%	-12%	8%	-23%
5	COc1ccc(S(=O)(=O)N2CCCCCC2)cc1NC(=O)c1ccccc1	2	12%	-1%	-4%	-2%	-18%	25%	4%	-14%
6	Clc1cccc(Oc2ncccn2)c1	2	11%	-3%	-12%	i	-20%	31%	-4%	9%
7	COC(=O)c1ccc(CNC(=O)COC(=O)CNS(=O)(=O)c2ccc(C)cc2)cc1	-6	15%	nt	0%	i	-20%	nt	nt	nt
8	O=C(NCC(=O)N(Cc1ccco1)C(C(=O)NC1CCCC1)c1ccncc1)c1cccs1 (configuration not stated)	-1	-2%	0%	-1%	-2%	-20%	19%	0%	?
9	COc1ccccc1N1CCN(S(=O)(=O)c2c(C)[nH]c(C)c2C(=O)N2CCCCC2)CC1	-3	0%	5%	-2%	-10%	-26%	15%	-7%	10%
10	CS(=O)(=O)N(CC(=O)NC1CCCC1)c1ccc2c(c1)OCCO2	2	1%	13%	1%	nt	-1%	31%[activator]	-6%	33%
11	CCN1C(=O)[C@H]2[C@H]3CN=C(SCC(=O)c4ccccc4)N3[C@@](CC)(C(=O)OC)[C@H]2C1=O	-3	-2%[38.3 µM]	-4%	-5%	i	?	17%	-1%	27%
12	O=C(NCCCN1CCOCC1)c1ccccc1	1	-4%	-5%	0%	-4%	-13%	?	-10%	-5%
13	Cc1ccsc1CN1CCc2nc(N3CCN(c4ccccc4F)CC3)ncc2C1	2	0%	-3%[57.1 µM]	-5%	-7%	-16%	33%	-2%	9%[57.1 µM]
14	Cc1ccc(C(=O)NCCc2nnc3ccc(SCC(=O)Nc4cc(C)on4)nn23)cc1	-14	-1%	24%	7%	4%	-5%	33%	4%	22%
15	Cc1cc(Cl)ccc1OCC(=O)Nc1cccnc1	-2	-3%	-1%[57.1 µM]	4%	2%	-4%	15%	5%	0%[57.1 µM]
16	COc1ccc(C(C(=O)NC(C)(C)C)N(C(=O)CNC(=O)c2cccs2)c2ccc(C)cc2)cc1OC (configuration not stated)	-1	2%	-7%	-3%	nt	-7%	20%	-9%	14%
17	CCN1CCN(C(=S)Nc2sc(C)c(-c3ccccc3)c2C(=O)OC)CC1	2	0%	-3%	?	-2%	-1%	?	3%	-8%
18	COc1ccc(/C=C(\NC(=O)c2ccc(OC)c(OC)c2)C(=O)NCCc2c[nH]c3ccccc23)cc1	-3	4%	-9%	6%	-6%	-11%	3%	1%	-11%
19	Oc1c(C(c2ccco2)N2CCN(C(c3ccccc3)c3ccccc3)CC2)sc2ncnn12 (configuration not stated)	-7	3%	1%[57.1 µM]	6%	-1%	-18%	-4%	17%	-48%
20	NNC(=O)C(Cc1ccc(O)cc1)N1Cc2ccccc2C1=O (configuration not stated)	-3	6%	3%	31%[activator]	-7%	-20%	54%[activator]	-1%	3%

# The final two entries of the part above are carried over, then new ones follow.
nr	Compound	PI4K2A block	IDH1 R132H inh	TrxR1 substrate	GLS inhibitor	PGK inhibitor	USP1-UAF1 inh	HP1b chromo inh	Pin1 inhibitor	rTrxR1 inhibitor
19	Oc1c(C(c2ccco2)N2CCN(C(c3ccccc3)c3ccccc3)CC2)sc2ncnn12 (configuration not stated)	-7	3%	1%[57.1 µM]	6%	-1%	-18%	-4%	17%	-48%
20	NNC(=O)C(Cc1ccc(O)cc1)N1Cc2ccccc2C1=O (configuration not stated)	-3	6%	3%	31%[activator]	-7%	-20%	54%[activator]	-1%	3%
21	C=CCn1c(CCc2cc(C(C)(C)C)c(O)c(C(C)(C)C)c2)n[nH]c1=S	3	-9%	0%[57.1 µM]	0%	5%	-16%	-15%	-2%	5%[57.1 µM]
22	CN(c1ccc(C(=O)Nc2cccc([N+](=O)[O-])c2)cc1)S(C)(=O)=O	8	21%	-16%[57.1 µM]	-16%	-1%	-26%	12%	3%	18%[57.1 µM]
23	COc1ccccc1CNS(=O)(=O)c1cccs1	-5	4%	6%	3%	-6%	-20%	29%	2%	9%
24	CCOC(=O)/C=C/c1cnn(-c2ccccc2)c1	1	5%	6%	-6%	-2%	-6%	40%[activator]	-1%	8%
25	CCc1nc(C)cn1S(=O)(=O)c1ccc(Cl)c(Cl)c1OC	0	13%	-5%	0%	-11%	?	11%	0%	5%
26	Clc1ccccc1/C=C/c1ccnc2ccccc12	-2	-9%	16%	-3%	i	-16%	121%[activator]	-4%	16%
27	CCC(C)c1ccccc1NC(=O)COC(=O)C1=COCCO1 (configuration not stated)	4	-8%	3%[57.1 µM]	-5%	9%	-23%	27%	3%	11%[57.1 µM]
28	COc1ccc(CCNc2oc(-c3ccco3)nc2C#N)cc1	-2	3%	66%[activator]	1%	-6%	-8%	-1%	1%	8%
29	CC(C)CN(C(=O)COC(=O)c1ccccc1Sc1ccccc1C#N)C1CCS(=O)(=O)C1 (configuration not stated)	1	6%	9%[57.1 µM]	15%	0%	-4%	6%	3%	5%[57.1 µM]
30	Cc1cc(F)ccc1S(=O)(=O)N1CCCOC1CNC(=O)C(=O)NCc1ccco1 (configuration not stated)	1	3%	-2%	0%	0%	-1%	41%[activator]	-4%	1%
31	CC(=O)NCCC(=O)N1CCCC(N(C)CCc2ccccc2)C1 (configuration not stated)	1	4%	16%[2.29 µM]	2%	0%	-21%	63%[activator]	-17%	33%[2.29 µM]
32	CCN(CC)S(=O)(=O)c1ccc(NC(=O)[C@@H](NC(=O)c2cc(OC)cc(OC)c2)C(C)C)cc1	-2	1%	-2%[57.1 µM]	3%	-2%	-15%	27%	19%	22%[57.1 µM]
33	COc1ccccc1CNC(=O)c1ccc2nc3[nH]c4ccccc4c3nc2c1	-2	6%	-9%	-10%	-1%	-18%	15%	27%	2%
34	Cc1c(C(=O)N/N=C/c2ccncc2)nnn1-c1nonc1N	1	-22%	-2%[57.1 µM]	-2%	7%	-21%	22%	?	15%[57.1 µM]
35	Cc1ccc(NC(=O)CN2C(=O)C3(SCC(=O)N3c3cccc(Cl)c3)c3ccccc32)cc1C (configuration not stated)	-7	-5%	-7%	3%	1%	-20%	9%	35%[activator]	6%
36	COCC(=O)O[C@]1(CCN(C)CCCc2nc3ccccc3[nH]2)CCc2cc(F)ccc2[C@@H]1C(C)C	-4&-1&-1	1%	9%[57.1 µM]	13%&3%	-8%	-15%	16%	0%	15%[57.1 µM]
37	Cc1c(C(=O)NCc2ccc(OC(C)C)cc2)sc2ncnc(N(C)C3CCCCC3)c12	-2	-1%	0%[57.1 µM]	4%	-9%	-11%	26%	17%	22%[57.1 µM]
38	O=C(CNCc1ccccc1)Nc1ccc(Cl)cc1	1	-2%	-2%	-1%	nt	-16%	21%	-2%	17%
39	Nc1nc(SCC(=O)Nc2ccc([N+](=O)[O-])cc2)[nH]c(=O)c1NC(=O)c1ccc(Br)o1	3	-3%	-4%	-1%	-2%	-1%	9%	4%	-10%[57.1 µM]
40	O=C(CSc1ncnc2c1oc1ccccc12)Nc1ccccc1C(F)(F)F	1	0%	5%	4%	-11%	-5%	27%	4%	34%
41	CCC(Oc1ccc(C)cc1)C(=O)Nc1ccccc1C(=O)N1CCOCC1 (configuration not stated)	2	4%	0%	0%	-1%	-12%	50%[activator]	1%	17%
42	CCCCSc1nc2sc3c(c2c(=O)[nH]1)CC(C)(CC)OC3 (configuration not stated)	0	1%	10%[57.1 µM]	-5%	6%	?	9%	0%	14%
43	Cc1ccc(NC(=O)CN(C)C(=O)c2cc(-c3cccs3)nn2-c2ccccc2)cc1	-5	-4%	-6%	2%	i	-14%	24%	24%	13%
44	O=C(CCS(=O)(=O)c1nc(-c2ccc3c(c2)OCO3)cc(C(F)(F)F)n1)Nc1ccccc1C(F)(F)F	-2	0%	117%[activator]	11%	i	-30%	69%[activator]	4%	200%[activator]
45	COC(=O)C(Cc1c[nH]c2ccccc12)NC(=O)c1cncc(Br)c1 (configuration not stated)	-5	31%[activator]	3%	6%	-9%	-3%	9%	-8%	23%

# Some of the compounds tested; the hit share may differ from the screen's.
